# AMA1-RON2 inh: qHTS for Inhibitors of AMA1-RON; Towards Development of Antimalarial Drug Lead: Primary Screen | AlphaScreen AMA1-biotinylated RON2 peptide binding | Potency, µM (titrated, usually from 58.2 µM), without a hit: top-dose activity change, negative = inhibition, usual class: inhibitors | hit rate 0.2% among 360,000 | AID 720542, 2013;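 note: potency is the fitted concentration of half-maximal effect; 0% = vehicle wells and -100% = peptide control; nearly all actives have a fitted effect of over 45% in size; some results filed as inactive show a strong effect at the top dose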
#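 AMA1 (3D7) with his tag at 25 nM final met compounds first, then biotinylated RON2 peptide at 25 nM; detection used donor plus acceptor beads, 10 µg/mL apiece, read by AlphaScreen after 30 min at room temperature.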
# HCMV antiviral: qHTS Assay for inhibitors of the human cytomegalovirus (HCMV). HFF cells, HCMV-luciferase reporter, 72 h; hits give low values. activity change, negative = inhibition, % at 57.5 µM. hit rate 4.5% among 410,000; in the data active = activity change below about -60%; inconclusive = no clear call, values can overlap the other calls; inactive = above about -39%
#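 HFF cells seeded 16 h at 37C, treated with compounds, infected with luciferase-reporter HCMV at MOI 1 PFU/cell; luciferase read at 72 h post infection, normalized to buffer-only and Salinomycin controls.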
# AmpC inh detg: qHTS Inhibitors of AmpC Beta-Lactamase (assay with detergent); P00811; AmpC hydrolysis of nitrocefin, absorbance 480 nm, 0.01% Triton; Potency, µM (titrated, usually from 114 µM), without a hit: at the top dose activity change, negative = inhibition, hits mostly inhibitors; hit rate 0.041% among 370,000; AID 485294, 2010;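 note: potency is the fitted concentration of half-maximal effect; 0% = no-compound wells and -100% = no-enzyme wells; nearly all actives have a fitted effect of over 25% in size; some results filed as inactive show a strong effect at the top dose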
# Target sequence (P00811 whole entry, looked up): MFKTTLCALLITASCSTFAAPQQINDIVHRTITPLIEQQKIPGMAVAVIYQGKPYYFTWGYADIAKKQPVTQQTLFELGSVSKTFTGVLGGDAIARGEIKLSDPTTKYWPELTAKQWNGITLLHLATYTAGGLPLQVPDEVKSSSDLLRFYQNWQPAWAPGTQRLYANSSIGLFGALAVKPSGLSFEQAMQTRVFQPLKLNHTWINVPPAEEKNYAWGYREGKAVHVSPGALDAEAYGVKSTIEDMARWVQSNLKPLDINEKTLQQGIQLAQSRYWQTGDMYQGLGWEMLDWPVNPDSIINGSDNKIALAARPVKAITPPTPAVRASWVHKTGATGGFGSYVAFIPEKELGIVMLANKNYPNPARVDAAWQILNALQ
#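 AmpC (5.3 nM in the dispensed reagent) in 20 mM phosphate pH 7.0 with 0.01% (detergent screen) or 0.0001% Triton X-100 was preincubated with compounds for 15 min at room temperature. Nitrocefin was then added from an 800 uM solution, and hydrolysis was followed at 480 nm.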
# FBPA Giardia inh: qHTS Assay for Inhibitors of Fructose-1,6-bisphosphate Aldolase from Giardia Lamblia. purified Giardia FBPA. A8B2U2. Potency, µM (titrated, usually from 59.6 µM), for inactives: at the top dose activity, negative = inhibition, usual class: inhibitors. AID 2451, 2010. hit rate 0.71% among 290,000; note: potency is the fitted concentration of half-maximal effect; nearly all actives have a fitted effect of over 55% in size
# Target sequence (A8B2U2 whole entry, looked up): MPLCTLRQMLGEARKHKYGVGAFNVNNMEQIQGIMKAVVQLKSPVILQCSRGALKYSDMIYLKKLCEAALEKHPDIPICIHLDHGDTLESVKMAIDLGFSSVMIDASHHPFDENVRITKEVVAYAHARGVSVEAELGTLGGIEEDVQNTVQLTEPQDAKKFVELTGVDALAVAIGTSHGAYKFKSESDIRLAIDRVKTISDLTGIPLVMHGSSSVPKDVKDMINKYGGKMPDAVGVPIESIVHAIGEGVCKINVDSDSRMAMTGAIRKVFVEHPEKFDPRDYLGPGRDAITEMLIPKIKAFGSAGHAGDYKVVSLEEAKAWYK
#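 40 nM FBPA preincubated 10 min at RT with compound (up to 57.5 uM final), then substrate plus GAPDH/TPI/NAD/arsenate coupling and diaphorase/resazurin added. Fluorescence read after 20 min at RT, 525/598 nm.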
# Sm TGR inh: qHTS Assay for the Inhibitors of Schistosoma Mansoni Peroxiredoxins. Potency, µM (titrated, usually from 114 µM), without a hit: at the highest dose activity change, negative = inhibition, usual class: inhibitors. AID 485364, 2010. purified TGR, DTNB reduction, TNB absorbance 405 nm. hit rate 3% among 360,000; note: potency is the fitted concentration of half-maximal effect; nearly all actives have a fitted effect of over 60% in size
#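 TGR 20 nM + NADPH 100 uM (dispensed conc.), cpd preinc 15 min RT; start with NADPH (500 uM addition) then DTNB (15 mM addition). Kinetic TNB absorbance, 405 nm filter. Four-parameter Hill fit across titration.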
# AmpC inh no detg: qHTS Inhibitors of AmpC Beta-Lactamase (assay without detergent); P00811; AmpC nitrocefin hydrolysis, absorbance 480 nm, 0.0001% Triton; Potency, µM (series often up to 57.1 µM), without a hit: top-dose activity change, negative = inhibition, actives largely listed as inhibitors; hit rate 0.52% among 330,000;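 note: potency is the fitted concentration of half-maximal effect; plate controls were no compound for no effect and no enzyme for full effect; nearly all actives have a fitted effect of over 20% in size; some results filed as inactive show a strong effect at the top dose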
#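 AmpC (5.3 nM in the dispensed reagent) in 20 mM phosphate pH 7.0 with 0.01% (detergent screen) or 0.0001% Triton X-100 was preincubated with compounds for 15 min at room temperature. Nitrocefin was then added from an 800 uM solution, and hydrolysis was followed at 480 nm.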
# * hit, by the source's call; ? = inconclusive; . = no result given; & = joins results of further samples; [ ] = dose if it differs, or a comment. Unless noted, calls come from the whole dose curve; as a rule, active = well fitted curve in the direction sought with a large enough effect; inconclusive = small, poorly fitted or top-dose-only effect, or another doubt; inactive = no such curve, though single readings can be large; an effect the other way counts as inactive or inconclusive. Unless noted, % is set by controls: 0 for no effect and ±100 for the full control effect.
SMILES,AMA1-RON2 inh,HCMV antiviral,AmpC inh detg,FBPA Giardia inh,Sm TGR inh,AmpC inh no detg
COc1ccccc1C(=O)Oc1ccc(N2C(=O)CCC2=O)cc1,4%,-10,-9%,-4%,3%,-14%
COc1ccc(NC(=O)CCCN2C(=O)C(c3ccccc3)Oc3cccnc32)cc1OC (centres undefined),-2%,-38&-6,4%&-9%,-3%,12%&-8%,43%
Cc1cc(C)n(Cc2ccc(C(=O)Nc3cccc(Br)c3)o2)n1,-1%,-4,?,2%,-6%,-13%
Cc1ccc(NC2=NC(c3ccccc3)n3c(nc(C)cc3=O)N2)c(C)c1 (centres undefined),-2%,-8,-9%,-5%,25µM*,-16%
CC(=O)Nc1ccc(C2=NNC(=Nc3ccc(S(=O)(=O)N4CCOCC4)cc3)SC2)cc1,-23%,-36,7%,-21%,-2%,22%
C/C(Cl)=C\Cn1c(O)c(N=NC(N)=S)c2cc(Br)ccc21,43%[activator],-109*,-4%,?,0%,-36%
O=C(CCNC(=O)C1CCN(S(=O)(=O)c2ccccc2)CC1)NCc1cccc(C(F)(F)F)c1,1%,-27,?,.,-2%,182%[activator]
CCN(CC)CCCNc1nc(C)cc(COC)c1C#N,-8%,-21,-7%,-2%,-14%,-20%
COc1cc(NC(=O)Cn2cnc3c2c(=O)n(C)c(=O)n3C)c(OC)cc1Cl,.,13,0%,.,1%,.
CCOC(=O)c1c(C)[nH]c(C)c1C(=O)CSc1nc2ccccc2n1CCC#N,-3%,-1,2%,2%,-2%,-35%
COc1ccc(NC(=O)CSc2nncn3c2cc2oc(C)cc23)cc1OC,.,-6,1%,.,-14%,.
CC(C)CN(CC(C)C)c1nc(-c2ccc(Cl)cc2)nc2ccccc12,.,21,10%,.,16%,.
COc1ccc(CN2C(=O)CCC2(C)C(=O)NCc2cccnc2)c(OC)c1 (centres undefined),4%,-11,-1%,-14%,6%,-30%
Cc1ccc2cc(C)c(N3CCN(c4ccc(F)cc4)CC3)nc2c1,0%,-28,1%,-2%,12%,-13%
Cc1ccc2nc(NC(=O)c3cccn(Cc4ccccc4F)c3=O)sc2c1,.,61,5%,.,7%,.

# A run of entries from further up:
SMILES,AMA1-RON2 inh,HCMV antiviral,AmpC inh detg,FBPA Giardia inh,Sm TGR inh,AmpC inh no detg
Cc1ccc2cc(C)c(N3CCN(c4ccc(F)cc4)CC3)nc2c1,0%,-28,1%,-2%,12%,-13%
Cc1ccc2nc(NC(=O)c3cccn(Cc4ccccc4F)c3=O)sc2c1,.,61,5%,.,7%,.

# (list continues)
SMILES,AMA1-RON2 inh,HCMV antiviral,AmpC inh detg,FBPA Giardia inh,Sm TGR inh,AmpC inh no detg
O=C(O)C1CC(=O)N(Cc2ccc(F)cc2)C1 (centres undefined),-5%,?,1%,2%,0%,-17%
COC(=O)c1ccc(N/C(=N/S(=O)(=O)c2ccccc2)c2ccccc2)cc1,-5%,?,-5%,-5%,3%,-22%
Cc1onc(-c2c(F)cccc2Cl)c1C(=O)OCC(=O)NC1CC1,-7%,-26,?,5%,5%,-1%[11.4 µM]
CC(C)(C)NC(=O)CN1C(=O)NC(c2ccccc2)(c2ccccc2)C1=O,4%,-81*,2%,0%,2%,7%
COc1cc(/C=C/c2[nH]c(=O)[nH]c(=O)c2[N+](=O)[O-])cc([N+](=O)[O-])c1O,-15%,4,1%,-28%,3%,-10%
COc1cc(/C=C2/SC(=S)N(c3ccccc3)C2=O)ccc1Oc1nc(N2CCOCC2)nc(N2CCOCC2)n1,-17%,-33,-6%,2%,-2%,-31%
Cc1ccc(C(=O)NC(NCC2CCCO2)C(Cl)(Cl)Cl)cc1 (centres undefined),-7%,-22,7%,4%,2%,-12%
CCCCN(C(=O)c1cc2ccccc2o1)c1c(N)n(CCC)c(=O)[nH]c1=O,1%,-12,-12%,-1%,1%,-8%
CCOC(=O)C(NC(=O)c1ccccc1Cl)(Nc1ccc(C)c(C)c1)C(F)(F)F (centres undefined),16%,-19,-8%,0%,7%,-7%
COc1ccc(C(=O)NC(=S)NNC(=O)c2c(-c3ccccc3)noc2C)cc1OC,98%[activator],63,?,27%,3%,-39%
O=C(NCc1ccc(F)cc1F)c1cc(COc2c(F)cccc2F)on1,-6%,2,10%,0%,13%,-24%
CN(C)S(=O)(=O)c1cccc(NC(=O)c2cc(=O)[nH]c(=O)[nH]2)c1,105%[activator],16,-7%,?,-2%,1%
COc1ccc(Cl)cc1NC(=O)C/C(C)=N/NC(=O)C(=O)NCc1ccccc1,74%[activator],23,-4%,10%,-3%,-2%
O=C(Nc1ccc(Cl)cc1)C1CCCN(c2ncnc3c2nc2n3CCCCC2)C1 (centres undefined),-7%,?,-3%,-10%,5%,128%[activator]
COc1ccc(CNC(=O)C/C(C)=N/NC(=O)c2cnccn2)cc1,119%[activator],?,3%,-10%,.,-17%

# Record cards, as listed above. Screens in order: AMA1-RON2 inh | HCMV antiviral | AmpC inh detg | FBPA Giardia inh | Sm TGR inh | AmpC inh no detg
# Results for `COC(=O)c1ccc(N/C(=N/S(=O)(=O)c2ccccc2)c2ccccc2)cc1` = -5% | ? | -5% | -5% | 3% | -22%
# Results for `CN(C)S(=O)(=O)c1cccc(NC(=O)c2cc(=O)[nH]c(=O)[nH]2)c1` = 105%[activator] | 16 | -7% | ? | -2% | 1%
# Results for `COc1cc(/C=C/c2[nH]c(=O)[nH]c(=O)c2[N+](=O)[O-])cc([N+](=O)[O-])c1O` = -15% | 4 | 1% | -28% | 3% | -10%
# Results for `CC(C)(C)NC(=O)CN1C(=O)NC(c2ccccc2)(c2ccccc2)C1=O` = 4% | -81* | 2% | 0% | 2% | 7%
# Results for `COc1ccc(C(=O)NC(=S)NNC(=O)c2c(-c3ccccc3)noc2C)cc1OC` = 98%[activator] | 63 | ? | 27% | 3% | -39%

# Other results follow.
SMILES,AMA1-RON2 inh,HCMV antiviral,AmpC inh detg,FBPA Giardia inh,Sm TGR inh,AmpC inh no detg
COc1ccc(NC(=O)CN(C)C(=O)C(C)Sc2ccccc2)cc1 (centres undefined),33%[activator],16,1%,-2%,-22%,-6%
CN(C)CC(=O)N1CCc2ccccc2C1,-23%,-2,-11%,?,-12%,-18%
CC(OC(=O)c1ccc(Cl)c(S(N)(=O)=O)c1)C(=O)NCC1CCCCC1 (centres undefined),0%,-87*,-3%,.,-17%,-17%
CCOC(=O)c1nn(-c2ccc(F)cc2)c(=O)cc1OCC(=O)N1CCN(c2ccccc2)CC1,3%,-13,7%,.,0%,-17%
O=c1c(-c2ccccc2)c(-c2ccccc2)oc2cc(O)cc(O)c12,0%,13,1%,0%,1%,?
CCN(CC(=O)Nc1c(F)cccc1F)C(=O)c1cc2ccccc2oc1=O,-3%,-7,-2%,.,-2%,-23%
CCNC(=O)CSc1nc2cc([N+](=O)[O-])ccc2n1-c1cccc(C(F)(F)F)c1,-16%,44,-8%,9%,0%,65%[activator]
CCCCc1nnc(NC(=O)C2CC(=O)N(Cc3ccccc3)C2)s1 (centres undefined),-3%,-3,-11%,.,-6%,62%[activator]
O=C(O)CCc1ccc(-c2ccc(F)cc2)n1Cc1ccco1,-14%,36,?,20%,50µM*,-23%
CCOc1ccccc1-n1nnnc1SCc1nc2ccccc2s1,13%,34,-1%,-9%,1%,-48%
Nc1c(S(=O)(=O)c2ccccc2)c2nc3ccccc3nc2n1Cc1ccco1,11%,.,0%,-1%,18µM*,-50%
C=CCOc1ccc(/C=C(\C#N)C(=O)Nc2ccccn2)cc1OC,1%,-5,3%,7%,0%,-9%
COc1c(C)cc(C(=O)C2CCCN(Cc3cccc(O)c3)C2)cc1C (centres undefined),-5%,15,-11%,12%,-15%,-21%
Cc1c(C(=O)N2CCCc3ccccc32)oc2ccc(S(=O)(=O)N3CCOCC3)cc12,-9%,?,-5%,10%,6%,22%
CCC(C)C(NC(=O)C1CCC(C)CC1)C(=O)NCCc1ccc(S(N)(=O)=O)cc1 (centres undefined),0%,2,6%,1%,11%,0%
CCCCOC(=O)Nc1nnc(CC(=O)NCc2ccccc2)s1,-4%,36,-13%,0%,-2%,1%
Cc1ccccc1NC(=O)Cc1cccs1,2%,-7,-19%,2%,-28%,-1%
O=C(NC(=O)N1CCN(c2ccc([N+](=O)[O-])cn2)CC1)c1c(Cl)cccc1Cl,-8%,.,1%,1%,-6%,-8%
Cc1cccc(C(C(=O)NC2CCCCC2)N(Cc2cccnc2)C(=O)c2csnn2)c1 (centres undefined),4%,-22,?,10%,0%,16%
O=S(=O)(c1ccc2ccccc2c1)N1CCCCCC1,23%,-20,-3%,0%,7%,82%[activator]
CC(C)c1nc2ccc(C(=O)NC(C)c3ccccc3)cc2o1 (centres undefined),.,0,15%,.,-4%,.
Cc1c(C(=O)c2ccc(F)cc2)c2ccccn2c1CCc1ccccn1,28%,-16,4%,-21%,-26%,-1%
N#C/C(=C(/O)CSc1nnc(Cc2cccs2)n1C1CCCCC1)c1nc2ccccc2[nH]1,41%[activator],29,?,?,-9%,-18%
Cc1nc2ccccc2c(=O)n1NC(=O)C1CC1,2%,-4,0%,4%,2%,-7%[2.29 µM]
CN(CCCNC(=O)Cn1cccc1C(=O)c1ccccc1)C1CCCCC1,-1%,-27,2%,1%,3%,-2%
CC1(NC(=O)C2CCN(C(=O)Nc3ccccc3)CC2)CCS(=O)(=O)C1 (centres undefined),-19%,15,2%,.,7%,-6%
FC(F)(F)c1cccc(-c2nc(COc3ccc(Cl)cc3Cl)no2)c1,86%[activator],?,-13%,0%,4%,-24%
COc1ccc(N=Cc2c(O)cc(C)oc2=O)cc1,6%,3,-10%,-5%,6%,6%
Cc1ccccc1Nc1nc(N)nc(COC(=O)c2c(C)noc2C)n1,-2%,-17,.,.,.,-16%
COc1cccc(CC(NC(C)=O)C(=O)NC2CCN(c3nc(C)cc(C)c3C#N)CC2)c1 (centres undefined),-3%,47,0%,-1%,-15%,60%
CCOc1ccc(C(=O)Nc2ccccc2-c2ccccc2)cc1Cl,14%,-25,?,1%,8%,127%[activator]
CCOC(=O)C1=C(CC)Nc2ccccc2N=C1NC(=O)CCNC(C)=O,0%,-36,4%,1%,-6%,-13%
CCOC(=O)N1CCN(S(=O)(=O)c2c(C)[nH]c(=O)[nH]c2=O)CC1,-10%,-27,0%,2%,-7%,-23%
NC(=O)c1ccc(Br)c(S(=O)(=O)N2CCCCC2)c1,3%,-15,-1%,3%,7%,-14%
CCOCCCn1cnc2c(c1=O)c1nc3ccccc3nc1n2-c1ccc(C)cc1,40%[activator],-30,5%,5%,-3%,-7%
O=C(COc1ccccc1)Nc1ccc2oc(=O)ccc2c1,-3%,?,-10%,10%,7%,-26%
O=C(Nc1cccc(C(=O)OCc2cc(=O)n3nc(C4CC4)sc3n2)c1)c1ccccc1,.,14,-2%,.,-5%,.
CN(C)S(=O)(=O)c1ccc(C(=O)NCc2ccccc2)cc1,-10%,17,?,-1%,0%,-9%
O=C(CCC(=O)c1ccc(F)cc1)Nc1cc(Cl)cc(Cl)c1,3%,?,-1%,1%,0%,-42%

# High-throughput results as filed in PubChem BioAssay.
